# Screening results as filed in PubChem.
# VHR inh abs: inhibitors of human VHR1 phosphatase (DUSP3); P51452; recombinant VHR phosphatase, pNPP absorbance; inhibition, % at 13.3 µM; hit rate 0.52% among 290,000; AID 1654; in the data active = inhibition above about 50%; note: some compounds called inactive have numbers as strong as hits
# 3CLpro inhibitor: SARS-CoV 3CLpro protease inhibition; hit rate 0.14% among 290,000; inhibition, % at 6 µM; AID 1706; recombinant SARS-CoV 3CLpro, quenched FRET peptide cleavage; in the data active = inhibition above about 12%
# Anthrax LF inh2: anthrax lethal factor protease inhibition. multiplex microsphere protease cleavage assay, LF. inhibition, % at 10 µM. hit rate 0.12% among 360,000; note: plate controls were buffer without enzyme for full effect and enzyme alone for no effect
# Target sequence (P15917 whole entry, looked up): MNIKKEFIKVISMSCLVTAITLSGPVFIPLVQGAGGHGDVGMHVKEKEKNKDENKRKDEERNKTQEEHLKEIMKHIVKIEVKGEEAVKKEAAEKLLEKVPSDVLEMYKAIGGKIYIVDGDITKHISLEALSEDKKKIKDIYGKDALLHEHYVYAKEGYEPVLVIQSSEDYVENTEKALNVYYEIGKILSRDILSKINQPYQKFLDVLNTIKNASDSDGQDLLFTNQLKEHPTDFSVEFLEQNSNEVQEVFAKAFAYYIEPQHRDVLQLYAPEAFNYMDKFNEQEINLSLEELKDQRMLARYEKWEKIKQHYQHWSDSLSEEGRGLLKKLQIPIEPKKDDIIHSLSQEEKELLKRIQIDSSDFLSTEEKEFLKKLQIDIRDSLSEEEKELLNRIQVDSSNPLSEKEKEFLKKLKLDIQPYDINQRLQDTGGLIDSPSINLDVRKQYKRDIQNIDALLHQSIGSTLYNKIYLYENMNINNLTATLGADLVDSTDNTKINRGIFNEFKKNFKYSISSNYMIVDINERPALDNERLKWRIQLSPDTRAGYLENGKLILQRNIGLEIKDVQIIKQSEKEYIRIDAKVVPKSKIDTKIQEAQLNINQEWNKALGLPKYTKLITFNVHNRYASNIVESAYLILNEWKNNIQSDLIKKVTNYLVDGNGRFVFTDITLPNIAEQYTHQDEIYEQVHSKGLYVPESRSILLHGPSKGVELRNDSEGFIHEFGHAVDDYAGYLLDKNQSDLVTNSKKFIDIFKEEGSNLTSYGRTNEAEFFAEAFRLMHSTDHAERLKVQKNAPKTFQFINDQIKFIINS
# CCHFV vOTU inh: CCHFV vOTU protease inhibition; AID 651958; inhibition, % at 11.5 µM; Pep-AMC fluorescence; hit rate 0.55% among 370,000; in the data active = inhibition above about 30%; note: 0% = vehicle wells with enzyme and 100% = no enzyme wells
# PfHsp40 yeast: compounds rescuing yeast from Plasmodium falciparum HSP40 toxicity. hit rate 0.68% among 340,000. AID 504582. growth rescue, % at 12.5 µM. S. cerevisiae expressing PfHsp40, growth rescue, ATP luminescence; in the data active = growth rescue above about 28%, passing the limit was not always enough; inconclusive = no clear call, values can overlap the other calls;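 note: yeast W303a lacking pdr1 and pdr3 grown in galactose medium; growth measured after three days at 30 °C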
# BH1578 lux ind: quorum light induction in luxS cqsA deficient V. cholerae. hit rate 0.16% among 350,000. activation, % at 18.7 µM. V. cholerae BH1578 lux reporter, luminescence, 6 h; in the data active = activation mostly above about 9.7%, no sharp cut-off; inconclusive = no clear call, values can overlap the other calls; inactive = mostly below about 3.7%; note: not every result past the cut was called active; inactives centre near 0; reference of the scale not given here
# Yp Topo-I inh: inhibitors of Yersinia pestis topoisomerase I | Y. pestis Topo-I cleavage product accumulation, plate reader | activity, % at 10 µM | hit rate 0.064% among 360,000; in the data active = activity above about 50%, passing the limit was not always enough; inconclusive = no clear call, values can overlap the other calls; note: inactives centre near 2
# BoNT A protease: blocks Botulinum neurotoxin A light chain protease; multiplex microsphere protease substrate cleavage, flow cytometry; hit rate 0.17% among 360,000; inhibition, % at 10 µM; note: plate controls were buffer without enzyme for full effect and enzyme alone for no effect
# PriA SSB inh: inhibitors of Klebsiella pneumoniae PriA binding to SSB C-terminal tail; inhibition, % at 33 µM; hit rate 0.6% among 430,000; AlphaScreen SSBct-PriA binding, biotinylated peptide; in the data active = inhibition mostly above about 37%, no sharp cut-off; inactive = mostly below about 20%;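 note: plate controls were negative control peptide for no effect and reference peptide for full effect; strong numbers were not always called active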
# TcdB GH inh: inhibitors of Clostridioides difficile toxin B glycohydrolase; P18177; TcdB glycohydrolase enzymatic assay, plate reader; inhibition, % at 9.99 µM; hit rate 0.24% among 350,000; AID 652162; in the data active = inhibition above about 10%
# Starred values were filed as active, the others as inactive; i = inactive; u = inconclusive; x = not tested or not shown. Cut-off read from the data, not from the text of the source, unless noted: active = inhibition above about 30%; inconclusive = no clear call, values can overlap the other calls; inactive = below that. Only part of the results is shown, so the mix of outcomes need not match the whole.
SMILES,VHR inh abs,3CLpro inhibitor,Anthrax LF inh2,CCHFV vOTU inh,PfHsp40 yeast,BH1578 lux ind,Yp Topo-I inh,BoNT A protease,PriA SSB inh,TcdB GH inh
O=C(/C=C\Nc1ccccc1Br)c1ccc2c(c1)OCO2,-1,5,-11,32*,1.2,-0.6,-1,-1.3,0,-1.0
O=C(Nc1nc(-c2cccs2)cs1)c1ccc(Cl)cc1,2,13*,0,5,5.6,i,-8,0.3,-13,x
Cc1ccc(S(=O)(=O)NCCCn2ccnc2)cc1,1,7,-3,-15,-1.1,-0.2,-3,-0.8,-5,0.7
CC(C)CN(C(=O)COC(=O)c1ccc2c(c1)NC(=O)CS2)C1CCS(=O)(=O)C1 (stereo unspecified),32,1,-6,3,0.9,i,-1,-0.1,-7,x
O=C(N/N=C/c1ccccc1[N+](=O)[O-])c1cnccn1,9,6,-6,-6,-0.9,-0.4,5,u,i,1.0
Cc1cccc(Nc2nc(N)c([N+](=O)[O-])c(N3CC(C)CC(C)C3)n2)c1 (stereo unspecified),3,3,-2,13,64*,i,26,0.0,50*,1.4
Cc1cc(C)n(CCOC(=O)c2sc3ccccc3c2Cl)n1,29,-3,3,6,2.9,-0.6,21,0.5,-12,x
CCCCCn1c(=O)c(C(=O)Nc2ccccc2N)c(O)c2ccccc21,0,-2,28,-13,-0.5,-0.5,3,-3.4,-16,-0.4
Cc1cc(C)n2nc(SCCC(=O)NCc3ccccc3)nc2n1,-6,-3,2,13,-0.7,-0.5,4,0.4,-5,3.5
COC(=O)c1ccccc1NC(=O)c1ccc(-c2ccc(Br)cc2)o1,12,-4,1,-1,0.9,-0.7,5,0.3,-7,x
CCOC(=O)C1=C(O)/C(=C\c2cccs2)N=C1C,8,0,1,3,-1.4,-0.2,-1,0.0,16,x
O=C(NC(CO)C(=O)OCc1ccccc1)OCc1ccccc1 (stereo unspecified),x,x,-3,1,0.1,i,5,-0.1,-16,1.5
CC(C)NS(=O)(=O)c1ccc(CCC(=O)Nc2ccc3c(c2)OCO3)cc1,33,6,6,1,1.6,-1.9,5,2.3,-7,0.6
CC(=O)Nc1ccc2oc(-c3cc(F)c(F)cc3Cl)nc2c1,7,-1,3,-9,0.3,i,-1,0.6,-2,x
O=C(CNC(=O)OCc1ccccc1)Oc1ccc2ccc(=O)oc2c1,-6,-2,-8,-354,-0.9,-1.5,5,-3.0,-8,-0.1
CCOc1ccccc1N1CCN(Cc2ccc(OC)c(OC)c2)CC1,-8,4,x,-6,1.3,0.2,6,x,-2,x
CCOc1ccc(C(=O)OCC(=O)Nc2cc(S(=O)(=O)N3CCOCC3)ccc2N2CCOCC2)cc1,x,x,5,6,0.0,-2.7,-4,0.4,-8,0.7
Cc1ccccc1NC(=O)c1ccc2snnc2c1,17,1,5,-2,1.0,-0.2,-3,-0.2,-16,0.9
CCc1nnc(NC(=O)Cn2nnc(-c3ccccc3F)n2)s1,20,3,0,-2,-0.9,i,-4,0.1,1,x
O=S(=O)(c1cccs1)N1CCC(Cc2ccccc2)CC1,-4,4,-4,15,0.4,i,28,-0.4,-11,x

# An excerpt from above, showing only BoNT A protease, BH1578 lux ind and Yp Topo-I inh.
Structure	BoNT A protease	BH1578 lux ind	Yp Topo-I inh
CCOC(=O)C1=C(O)/C(=C\c2cccs2)N=C1C	0.0	-0.2	-1
Cc1cccc(Nc2nc(N)c([N+](=O)[O-])c(N3CC(C)CC(C)C3)n2)c1 (stereo unspecified)	0.0	i	26
O=S(=O)(c1cccs1)N1CCC(Cc2ccccc2)CC1	-0.4	i	28
O=C(/C=C\Nc1ccccc1Br)c1ccc2c(c1)OCO2	-1.3	-0.6	-1
Cc1cc(C)n(CCOC(=O)c2sc3ccccc3c2Cl)n1	0.5	-0.6	21
CC(C)NS(=O)(=O)c1ccc(CCC(=O)Nc2ccc3c(c2)OCO3)cc1	2.3	-1.9	5

# An excerpt of these results, bar-delimited:
SMILES | VHR inh abs | 3CLpro inhibitor | Anthrax LF inh2 | CCHFV vOTU inh | PfHsp40 yeast | BH1578 lux ind | Yp Topo-I inh | BoNT A protease | PriA SSB inh | TcdB GH inh
Cc1cc(C)n(CCOC(=O)c2sc3ccccc3c2Cl)n1 | 29 | -3 | 3 | 6 | 2.9 | -0.6 | 21 | 0.5 | -12 | x
Cc1ccc(S(=O)(=O)NCCCn2ccnc2)cc1 | 1 | 7 | -3 | -15 | -1.1 | -0.2 | -3 | -0.8 | -5 | 0.7
CCCCCn1c(=O)c(C(=O)Nc2ccccc2N)c(O)c2ccccc21 | 0 | -2 | 28 | -13 | -0.5 | -0.5 | 3 | -3.4 | -16 | -0.4
O=C(NC(CO)C(=O)OCc1ccccc1)OCc1ccccc1 (stereo unspecified) | x | x | -3 | 1 | 0.1 | i | 5 | -0.1 | -16 | 1.5

# Following part:
SMILES,VHR inh abs,3CLpro inhibitor,Anthrax LF inh2,CCHFV vOTU inh,PfHsp40 yeast,BH1578 lux ind,Yp Topo-I inh,BoNT A protease,PriA SSB inh,TcdB GH inh
O=C(CN1C(=O)NC2(CCCC2)C1=O)N1CCN(c2cccc(C(F)(F)F)c2)CC1,x,x,-4,21,x,-1.4,-7,0.9,-2,1.0
CCN(Cc1ccccc1)S(=O)(=O)c1cc(C(=O)NCC2CCCCC2)ccc1OC,5,2,-1,-4,3.0,i,18,0.7,5,-0.7
CCOc1ccccc1N1C(=O)CC(Sc2nccc(C)n2)C1=O (stereo unspecified),0,2,19,2,0.3,-0.3,8,-2.7,0,0.0
O=C(CSc1nnc(NC(=O)c2ccco2)s1)Nc1ccccc1Cl,22,-3,-3,10,-0.2,-0.1,6,-0.7,-2,0.1
Cc1cc(C)c(S(=O)(=O)N2CCc3ccccc32)c(C)c1,-6,5,9,1,7.8,i,24,-5.2,-66,1.1
Cn1c(CN2CCN(c3ccccc3NS(C)(=O)=O)CC2)nc2ccccc21,x,5,-2,10,2.5,-1.4,6,-2.4,0,2.4
CCOc1ccc(C2=Nn3c(nnc3-c3cccnc3)SC2)cc1,57*,3,-1,-6,0.4,-1.4,9,u,-9,x
CCCC(=O)Nc1ccc(C(=O)n2nnc3ccccc32)cc1,2,-2,0,4,-1.0,-2.1,-4,1.8,10,x
CC(C)CC(NC(=O)C1CCC(=O)N1C(=O)OCc1ccccc1)C(=O)NC(Cc1ccccc1)C(N)=O (stereo unspecified),5,6,6,-17,0.3,-0.4,11,-0.2,-3,-0.6
CC1(C)Cc2nc3sc4c(=O)n(Cc5ccccc5)cnc4c3cc2CS1,-5,-2,-2,2,-0.8,-0.8,-1,2.0,9,4.4
O=C(Nc1c(Cl)ccc2nsnc12)c1ccc(Br)o1,x,x,-10,8,x,-3.1,3,0.0,x,1.4
CN(C(=O)CN1C(=O)S/C(=C\c2ccccc2)C1=O)C1CCS(=O)(=O)C1 (stereo unspecified),6,1,-1,14,1.0,-0.5,7,-0.7,-38,-0.4
O=C(c1cc(COc2cccc3cnccc23)on1)N1CCCC(CCCO)C1 (stereo unspecified),44,5,1,-19,-0.1,0.2,8,-3.3,-26,1.2
Cc1cc(C)n2nc(C(=O)NC(c3ccccc3)c3ccccc3)nc2n1,16,0,10,-9,1.8,1.6,11,0.0,-9,1.2
C/C(CC(=O)Nc1cc(C)ccn1)=N\NC(=O)C(=O)NC(C)C,14,3,-7,-14,0.3,-0.7,8,-0.9,x,-0.2
N#CC1=C2N=C(N)c3ccccc3N2C2=C(C(=O)CCC2)C1c1ccccc1F (stereo unspecified),25,-4,-2,-4,1.3,i,1,-0.5,15,1.2
Cn1cc(CNCc2cn(C)nc2-c2ccc(C3CCCCC3)cc2)cn1,27,-1,-4,3,0.0,i,24,-0.1,7,0.4
CCN(CC)CCNC(=O)Cc1nn(Cc2ccccc2)c(=O)c2ccccc12,20,4,-1,-3,-1.0,-0.2,1,0.0,-9,1.0
O=C(Nc1cccc2cccnc12)c1ccc2c(c1)OCCO2,24,2,-8,-1,3.0,i,1,u,-40,x
O=C1CNC(=O)/C1=C/c1ccccc1,12,0,-1,-3,-0.6,-0.3,1,0.4,1,-1.3
O=C(CN1C(=O)NC2(CCCCCC2)C1=O)Nc1ccc(Cl)cc1Cl,x,x,-15,9,-0.2,-2.1,7,3.8,-6,0.8
COCCN(C(=O)COC(=O)CCOc1cc(C)ccc1C)c1c(N)n(Cc2ccccc2)c(=O)[nH]c1=O,x,x,-7,0,-0.6,i,31,0.7,0,1.3
CC(C)Nc1nnc(SC(C)C(=O)N(C)C2CCCCC2)s1 (stereo unspecified),x,x,-2,-9,-0.7,i,-3,1.9,-15,-0.3
CC(C)CNC(=O)C(=O)NNC(=O)C1CCCCC1,18,3,0,-6,0.5,-0.1,-3,-4.8,0,0.5
CS(=O)(=O)Nc1cccc(C2=NN(S(=O)(=O)c3ccc(F)cc3)C(c3cccs3)C2)c1 (stereo unspecified),8,-1,1,-20,3.8,-0.3,0,-1.2,1,x
O=C(Nc1ccccc1C(=O)O)c1ccc(Cl)c(S(=O)(=O)N2CCOCC2)c1,31,-2,-7,7,-1.1,-0.5,-2,0.5,-1,x
CCOC(=O)C1=C(O)/C(=C/c2ccccn2)SC1=Nc1ccc(Cl)cc1,13,2,1,-13,1.9,0.1,31,0.9,1,x

# Reprinted at random: 2 records from the list, in no set order.
SMILES,VHR inh abs,3CLpro inhibitor,Anthrax LF inh2,CCHFV vOTU inh,PfHsp40 yeast,BH1578 lux ind,Yp Topo-I inh,BoNT A protease,PriA SSB inh,TcdB GH inh
O=C(Nc1ccccc1C(=O)O)c1ccc(Cl)c(S(=O)(=O)N2CCOCC2)c1,31,-2,-7,7,-1.1,-0.5,-2,0.5,-1,x
CS(=O)(=O)Nc1cccc(C2=NN(S(=O)(=O)c3ccc(F)cc3)C(c3cccs3)C2)c1 (stereo unspecified),8,-1,1,-20,3.8,-0.3,0,-1.2,1,x
